PRMT1 inh = PRMT1 (human) inhibition, primary screen | Q99873 | inhibition, % at 2.79 µM | recombinant PRMT1, activity-based probe fluorescence polarization | hit rate 1.3% among 370,000;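 active = inhibition above about 21% made by adding two undisclosed values, limit read from the data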
TCR CD3 inh = inhibitors of human TCR-CD3 interaction; TAMRA-labeled TCR probe fluorescence, biochemical; inhibition, % at 9.4 µM; hit rate 0.37% among 360,000; in the data active = inhibition above about 19%;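 also: recombinant mutant TCR 2C K166C tagged with TAMRA read by polarization; 0% = receptor in buffer alone and 100% = receptor with positive control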
UHRF1 binding = UHRF1 methyl-DNA binding inhibition; UHRF1 binding to methylated oligo, TR-FRET; inhibition, % at 4.4 µM; hit rate 0.75% among 370,000; in the data active = inhibition above about 21%;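 also: UHRF1 SRA domain binding a hemimethylated CpG hairpin DNA probe; 0% = median of test compound wells and 100% = reference inhibitor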
SIAE primary = blocks human sialic acid acetylesterase | Q9HAT2 | SIAE FP-Rh probe binding, fluorescence polarization | inhibition, % at 9.66 µM | hit rate 0.69% among 370,000 | AID 1053197;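 active = inhibition above a cutoff: mean of compounds within the control limits plus 3 SD of those, cut at about 17% in these data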;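 also: 0% = plate median of compound wells and 100% = probe without SIAE protein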
Target sequence (Q9HAT2 whole entry, looked up): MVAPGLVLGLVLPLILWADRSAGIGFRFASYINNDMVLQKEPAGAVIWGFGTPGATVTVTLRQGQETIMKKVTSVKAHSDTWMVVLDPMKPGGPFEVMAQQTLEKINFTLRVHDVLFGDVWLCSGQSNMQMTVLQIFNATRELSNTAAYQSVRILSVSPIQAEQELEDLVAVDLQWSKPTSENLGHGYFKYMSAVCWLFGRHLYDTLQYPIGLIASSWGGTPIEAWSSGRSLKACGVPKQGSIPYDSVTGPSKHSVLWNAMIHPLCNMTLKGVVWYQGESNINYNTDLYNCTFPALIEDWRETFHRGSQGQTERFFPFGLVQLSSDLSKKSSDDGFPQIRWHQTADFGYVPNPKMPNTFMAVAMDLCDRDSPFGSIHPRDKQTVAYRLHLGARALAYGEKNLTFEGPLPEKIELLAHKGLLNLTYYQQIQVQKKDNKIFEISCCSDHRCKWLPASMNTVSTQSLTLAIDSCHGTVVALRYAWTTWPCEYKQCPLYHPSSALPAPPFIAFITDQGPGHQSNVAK
KLK7 zymogen act = activators of human kallikrein-7 zymogen | purified proKLK7, EDANS-DABCYL substrate fluorescence; 100% is mature enzyme control, 0% vehicle | activation, % at 7 µM | P49862 | hit rate 0.9% among 370,000;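 active = activation above the mean of all tested compounds plus 3 SD, computed per campaign excluding outliers beyond control limits, cut at about 13% in these data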
Target sequence (P49862 whole entry, looked up): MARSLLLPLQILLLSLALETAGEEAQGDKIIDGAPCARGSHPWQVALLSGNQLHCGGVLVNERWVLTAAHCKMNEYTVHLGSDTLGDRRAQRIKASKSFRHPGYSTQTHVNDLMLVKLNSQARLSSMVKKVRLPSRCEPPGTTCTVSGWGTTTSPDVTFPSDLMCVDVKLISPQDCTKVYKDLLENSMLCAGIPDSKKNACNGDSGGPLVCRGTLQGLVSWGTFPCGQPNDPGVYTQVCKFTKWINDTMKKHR
MBD2 inh = inhibitors of human MBD2 binding to methylated oligonucleotide; Q9UBB5; AID 686964; TR-FRET; inhibition, % at 4.4 µM; hit rate 0.31% among 370,000; in the data active = inhibition above about 13%
LEDGF integ inh = blocks HIV-1 LEDGF/p75-dependent DNA integration; inhibition, % at 3.7 µM; hit rate 0.64% among 370,000; TR-FRET IN-LEDGF/p75 DNA integration, Eu/Cy5;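 active = inhibition above the screen-wide mean plus 3 SD, cut at about 13% in these data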;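 also: signal is the Cy5 over europium emission ratio at 671 and 618 nm; 0% = plate median of compound wells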
TDP2 absorb = TDP2 (human) inhibition, absorbance primary screen; recombinant TDP2, T5PNP hydrolysis, p-nitrophenol absorbance 415 nm; inhibition, % at 12.8 µM; hit rate 0.34% among 370,000; AID 720702;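 active = inhibition above the mean of all tested compounds plus 3 SD, set per campaign, cut at about 25% in these data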;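 also: 0% = DMSO with enzyme and 100% = buffer with substrate but no TDP2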
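System – recombinant human TDP2 · Quantity – TDP2 enzyme at 120 nM final · Doses – single concentration, 12.8 µM nominal, with 1% DMSO · Incubation – 2 h at 37 °C · Measured by – epi absorbance of p-nitrophenol freed from T5PNP by hydrolysis · Read-out – % inhibition relative to enzyme-containing and enzyme-free wells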
DDE Tn6 FP inh = inhibitors of Tn6 peptide binding to human fibrin DD(E); Fibrin DD(E) TRITC-Tn6 fluorescence polarization displacement; P02675; hit rate 0.21% among 370,000; inhibition, % at 8.3 µM;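 active = inhibition above a per-campaign cutoff: mean of compounds within control limits plus 3 SD, cut at about 15% in these data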;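 also: 0% = median of all compound wells on the plate and 100% = blocking peptide control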
DDE Tn7 FP inh = disrupts Tn7 cyclic peptide binding to fibrin D-Dimer-E complex; P02675; FP displacement of FITC-Tn7 peptide from fibrin DD(E); 0% = median of compound wells per plate; inhibition, % at 8.3 µM; hit rate 0.13% among 370,000; AID 720508;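 active = inhibition above the mean of compounds falling within the control limits plus 3 SD of them, cut at about 14% in these data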;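 also: 0% = plate median of compound wells and 100% = 10 µM Aha-Tn7 peptide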
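System: human fibrin DD(E); quantity: Fibrin-DD(E) at 2 µM final; also added: fluorescent Tn7 probe at 0.1 µM; compound dosing: single nominal test concentration of 8.3 µM per compound; schedule: 10 min preincubation, 3 h with tracer, room temperature; detection: fluorescence polarization of the labelled Tn7 tracer; repeats: one replicate per compound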
* marks the source's active call; other numbers are inactive results; . = no result given. Hits appear at their usual frequency; about 4.6% have a hit in one of these screens.

SMILES	PRMT1 inh	TCR CD3 inh	UHRF1 binding	SIAE primary	KLK7 zymogen act	MBD2 inh	LEDGF integ inh	TDP2 absorb	DDE Tn6 FP inh	DDE Tn7 FP inh
COc1ccc(C2=Cc3ccccc3C(CC(=O)C3CC3)N2c2ccc(C#CCCO)cc2)cc1 (stereo not drawn)	-4	6	-3	0	-4.7	-1	1	7	-8	3
O=C(Nc1ccc(S(=O)(=O)Nc2nccs2)cc1)c1cc(-c2ccccc2Cl)nc2ccccc12	2	-1	0	-17	-0.6	0	1	-5	-11	5
CCOC(=O)c1cnc(-n2nc(C)cc2C)nc1N(CC)CC	-5	6	-2	-1	-0.1	-5	1	3	2	-5
Cc1cccc(C(=O)N[C@@H](C)C(=O)N2CCN(c3ncccn3)CC2)c1	7	-4	4	5	-0.1	1	1	-11	-6	0
C=CCc1ccc(OCCCCN2CCC(C)CC2)c(OC)c1	1	5	-1	-2	0.1	1	4	3	-8	-3
O=C(c1cc2cc([N+](=O)[O-])ccc2s1)N1CCCCC1	1	8	0	-8	-0.2	5	-4	-8	-7	-4
Cc1ccc(S(=O)(=O)N2CCN(CCOc3c(Cl)cccc3Cl)CC2)cc1C	-1	4	1	-10	0.9	-5	1	-3	-3	1
CCOc1cc(/C=C/C(=O)OCC(=O)NC2CCS(=O)(=O)C2)ccc1OCc1ccccc1 (stereo not drawn)	1	-3	3	-4	-4.3	-4	-5	-2	-5	8
COCC(=O)n1nc(-c2ccccc2)nc1NCc1ccc(N(C)C)cc1	3	-1	1	11	0.9	-7	1	-1	10	4
Cc1cc(CNCCN(C)C)c(C)n1-c1cc(S(=O)(=O)N2CCOCC2)ccc1N1CCCC1	6	-1	2	8	0.3	1	-1	-3	-1	4
CCN1C=C(Cc2ccccc2C)C2=C(C1)C(c1ccccc1C)C(C#N)=C(N)O2 (stereo not drawn)	6	-4	-2	-9	-0.4	3	2	2	6	2
CC(=O)N1CCN(c2ccc(NC(=O)c3ccc(N4CCCC4)c([N+](=O)[O-])c3)cc2Cl)CC1	1	5	-2	11	0.0	-2	4	-6	-7	4
CC(C)(C)C(=O)Nc1nnc(SCC(=O)Nc2nccs2)s1	-1	7	-1	4	-0.9	-3	-1	8	13	-7
N#Cc1c(Cl)nc2c(c1C#N)CCCC2	2	1	2	1	-0.4	4	0	7	-3	5
COc1ccc(CN2CCn3ncc(C(=O)Nc4cc(C)cc(C)c4)c3C2=O)cc1	1	-4	3	-8	-1.4	-3	1	-3	8	4
C[C@@H]1CN([C@@H](C)COC(=O)C(C)(C)C)C(=O)c2cc(NC(=O)Nc3ccccc3)ccc2O[C@@H](C)CCCCO[C@H]1CN(C)S(=O)(=O)c1ccc(F)cc1	-2	.	1	-11	.	2	1	1	-16	-5
COc1ccc(NS(=O)(=O)c2cccc(C(=O)OCC(=O)c3c(N)n(C)c(=O)n(C)c3=O)c2)cc1	-3	3	-2	-5	0.3	0	-2	4	-5	-2
COc1cccc(N2CCN(C(=O)C3CCCN(S(=O)(=O)c4cnc[nH]4)C3)CC2)c1 (stereo not drawn)	1	12	0	4	0.2	1	-2	-2	-5	5
CCN(CC)CCNC(=O)c1cc2c(-c3ccc(Cl)cc3)nn(C)c2s1	1	-7	-19	-1	17*	9	-2	5	3	-4
O=[N+]([O-])c1cc(NCCO)c(N2CCCCCC2)c2nonc12	-2	4	-10	5	0.0	-12	0	6	5	3
O=C(NCCc1ccccn1)c1ccc(COc2ccccc2)o1	3	1	-1	3	-0.3	1	1	-1	8	-7
COc1ccc(S(=O)(=O)N(Cc2ccccc2)Cc2nc3ccccc3c(=O)[nH]2)cc1	6	-3	5	-12	0.0	7	-4	-14	-7	2
Cc1ccsc1C1C2=C(CCCC2=O)Nc2ncnn21 (stereo not drawn)	-1	5	-3	0	-0.4	-5	0	10	6	7
CCCCCCC12Cc3cc(OC)c(OC)cc3C(O1)c1c(cc(C)oc1=O)O2 (stereo not drawn)	6	0	0	2	1.0	-3	3	4	6	4
COCCCn1c(=S)[nH]c2c(sc3ccccc32)c1=O	-3	1	-1	8	0.6	-5	2	4	9	-6
Cc1onc(-c2c(Cl)cccc2Cl)c1COC(=O)c1ccc([N+](=O)[O-])cc1	1	6	0	-9	1.2	0	-1	8	7	4
COC(=O)[C@]1(CC(C)C)NC=C(C(=O)c2ccccc2)[C@@H]1c1cccc(C(F)(F)F)c1	-2	0	-1	-1	0.6	0	-1	4	1	1
Cc1cc(NC(=O)C2CCCN(S(=O)(=O)c3c(C)noc3C)C2)no1 (stereo not drawn)	-6	0	-2	17	0.0	0	0	7	0	0
O=S1(=O)c2c(cccc2N2CC[C@@H](O)C2)O[C@H]2CCN1C2	0	.	1	5	0.9	-4	3	7	-5	3
O=C(NCCC1=CCCCC1)c1ccc2c(=O)n3c(nc2c1)CCCCC3	0	-8	1	4	-0.5	-5	1	12	-3	0
CC1=CC(=O)C=C(C)C1=NOC(=O)/C=C\c1ccccc1	10	-1	3	-4	-0.7	-3	-4	-1	-4	1
O=C(CSc1nc(O)c(C(c2ccccc2)c2ccccc2)c(=O)[nH]1)N1CCOCC1	4	3	0	-1	0.1	0	0	6	1	1
CC(=O)Nc1cccc(NC(=O)c2ccccc2Cl)c1	-1	-12	5	-1	0.1	0	5	-3	9	-4
CCOC(=O)c1ccc(NC(=O)NCc2ccc(OC)cc2)cc1	-1	9	8	-1	-0.6	-2	0	2	2	-6
Cc1ccc(S(=O)(=O)N2CCOC2CNC(=O)C(=O)NCc2ccc(Cl)cc2)cc1 (stereo not drawn)	2	-6	0	0	-0.1	-5	2	2	-4	1
COc1ccc(NS(=O)(=O)c2cc(C(=O)N(C)CCc3ccccn3)ccc2Cl)cc1	9	-8	11	11	0.0	5	-4	8	1	0
O=C(Nc1ccc2c(c1)OCO2)c1cccc(Cl)c1	2	1	2	0	-0.1	1	2	0	-1	6
Cc1ccc(CN2CC(=O)N3[C@H]4c5cc(Cl)ccc5OC[C@@H]4[C@H](c4ccccc4)[C@]3(C)C2=O)cc1	-3	7	-4	-5	-0.7	-4	2	-3	-2	-6
Cc1ccc(CC(=O)Nc2ccccc2N2CCOCC2)cc1C	4	-1	7	-6	0.1	7	-1	-16	-6	-2
Cc1ccc(C(=O)OCC2OC3OC(C)(C)OC3C2O)cc1 (stereo not drawn)	3	-7	4	-3	-0.6	-3	-4	-2	-1	7
COc1ccccc1CN1CCCC(CN(CCN(C)C)C(=O)c2ccc(C)cc2)C1 (stereo not drawn)	3	0	2	-6	0.1	-4	2	-5	6	-6
CCOC(=O)C1CCCN(C(=O)CSc2nc(C)cc(C)n2)C1 (stereo not drawn)	1	-8	4	7	-0.3	2	-1	-7	-7	6
Cc1c(Cc2ccccc2)c(=O)oc2cc(OC(=O)c3ccccc3)ccc12	0	2	0	-3	-1.2	-3	-1	-6	8	-1
Nc1nc(Nc2ccc(Cl)cc2Cl)nc(C(F)(F)F)n1	3	0	2	-2	0.9	-4	2	10	-2	4
CC(C)CNC(=O)CC(=O)N/N=C/c1ccc(F)cc1	-2	3	-2	-5	0.4	1	-3	-3	3	6
COc1cc(NC(=O)c2cccc(Br)c2)nc(OC)n1	-4	-4	-1	-2	0.0	-3	7	-6	4	-6
Cc1ccc([C@@H]2C[C@H]3[C@@H](CN2S(=O)(=O)c2ccc(Cl)cc2)C(=O)C[C@@H](c2ccc(C)cc2)N3S(=O)(=O)c2ccc(Cl)cc2)cc1	6	-1	-1	-23	-0.2	2	-1	-5	3	-4
COC[C@@H]1CCCN1[C@H]1CS(=O)(=O)N[C@@H]1COCc1ccccc1	-1	8	0	1	1.0	-6	4	6	7	-3

Four consecutive records from above, for reference:
SMILES	PRMT1 inh	TCR CD3 inh	UHRF1 binding	SIAE primary	KLK7 zymogen act	MBD2 inh	LEDGF integ inh	TDP2 absorb	DDE Tn6 FP inh	DDE Tn7 FP inh
CC(C)CNC(=O)CC(=O)N/N=C/c1ccc(F)cc1	-2	3	-2	-5	0.4	1	-3	-3	3	6
COc1cc(NC(=O)c2cccc(Br)c2)nc(OC)n1	-4	-4	-1	-2	0.0	-3	7	-6	4	-6
Cc1ccc([C@@H]2C[C@H]3[C@@H](CN2S(=O)(=O)c2ccc(Cl)cc2)C(=O)C[C@@H](c2ccc(C)cc2)N3S(=O)(=O)c2ccc(Cl)cc2)cc1	6	-1	-1	-23	-0.2	2	-1	-5	3	-4
COC[C@@H]1CCCN1[C@H]1CS(=O)(=O)N[C@@H]1COCc1ccccc1	-1	8	0	1	1.0	-6	4	6	7	-3

Carrying on.
SMILES	PRMT1 inh	TCR CD3 inh	UHRF1 binding	SIAE primary	KLK7 zymogen act	MBD2 inh	LEDGF integ inh	TDP2 absorb	DDE Tn6 FP inh	DDE Tn7 FP inh
O=C(O)CN1C(=O)/C(=C\c2cc(Br)ccc2OCc2ccc(F)cc2)SC1=S	2	11	-3	-12	0.5	-6	4	24	-7	5
COc1ccc(C(=O)C2CCCN(C(=O)c3cccc(N4CCCC4=O)c3)C2)cc1OC (stereo not drawn)	8	-1	3	5	0.4	0	-5	-9	-13	-4
CCOC(=O)Nc1ccc2c3c(cccc13)-c1ccccc1-2	-6	10	-1	-2	-30	-2	-2	-10	7	-2
C[C@@H]1COc2cccc(N3CCSCC3)c2S(=O)(=O)N1C	0	.	-2	-3	0.4	1	9	4	3	-5
CN(CC(=O)Nc1ccc2c(c1)OCO2)S(=O)(=O)c1ccc2c(c1)CCC(=O)N2	-3	-3	0	8	-0.6	-7	2	-10	-1	2
Cc1nc(C)c(-c2csc(NCCc3ccccc3)n2)s1	1	1	2	3	-1.1	1	5	0	-1	-6
COc1ccc(C(=O)CN2C(=O)c3ccccc3C2=O)c(OC)c1	2	-5	1	-7	-0.2	-3	0	-6	-5	2
COC(=O)c1ccc2nc(-c3ccc(C)cc3)c(CC3CCCCC3)n2c1	3	-6	19	-12	-0.6	5	5	-7	-4	-2
Cc1ccc(S(=O)(=O)Cc2cccc(C(=O)N3CCOCC3)c2)cc1	2	5	-3	-1	-0.2	-5	1	-4	5	3
CN1CCN(c2ccc(NC(=O)c3ccc4c(c3)OCO4)cc2)CC1	0	-3	2	4	-0.1	1	0	-14	5	-1
CSc1nnc(-c2ccc(S(=O)(=O)N3CCOCC3)cc2)n1C	-3	3	-2	0	-0.4	-8	-3	-7	9	2
CC(NC(=O)c1ccc(Cl)cc1)c1nnc(SCC(=O)NC2=NCCS2)n1C (stereo not drawn)	5	0	-2	8	0.2	-4	2	9	-3	-2
O=[N+]([O-])c1cc([N+](=O)[O-])c2nonc2c1Nc1ccccc1O	3	5	-15	4	-0.2	-14	4	7	7	3
C=CCSc1nnc(NC(=O)C2CSC3(C)CCC(=O)N23)s1 (stereo not drawn)	6	-4	2	4	0.5	1	1	-6	3	-8
[O-]/[N+](=C\c1ccc(F)cc1)c1ccccc1	5	-5	-1	-2	-0.3	-4	1	1	-1	-2
Cc1ccc(OCc2cc(C(=O)N(C)CCc3nc4ccccc4[nH]3)no2)cc1C	0	6	-2	7	0.1	1	1	5	-16	0
OC(COc1cccc2ccccc12)CN1CCN(c2cccc(Cl)c2)CC1 (stereo not drawn)	-6	-8	4	-4	0.3	0	3	-1	4	-3
